# yeast rad50 = NCI yeast anticancer drug screen, S. cerevisiae rad50 strain. growth inhibition, % at 50 µM. hit rate 10% among 79,000. AID 155;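 note: 0% = growth of vehicle-only cultures of the same strain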
#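 Yeast carrying a defined DNA repair defect were exposed to test compounds, and growth was compared with vehicle-treated controls to give percent inhibition.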
# yeast bub3 = NCI yeast anticancer drug screen, S. cerevisiae bub3 mutant strain; % growth inhibition at 50 µM; AID 167; hit rate 9.9% among 78,000;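 note: 0% = growth of vehicle-only cultures of the same strain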
#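 Readout: yeast growth inhibition, expressed relative to vehicle-only wells. The test organism is a mutant strain from a panel with lesions in DNA repair or checkpoint genes.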
# sgs1 mgt1 = NCI yeast anticancer drug screen, S. cerevisiae sgs1 mgt1 strain. % growth inhibition at 50 µM. hit rate 10% among 78,000. AID 161;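 note: 0% = growth of vehicle-only cultures of the same strain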
#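 This yeast growth screen uses a strain with defined DNA-repair lesions; compound-treated growth is compared with vehicle-treated growth.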
# yeast cln2 rad14 = NCI yeast anticancer drug screen, S. cerevisiae cln2 rad14 strain; % growth inhibition at 50 µM; hit rate 8.3% among 78,000; AID 165;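 note: 0% = growth of vehicle-only cultures of the same strain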
#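 Readout is yeast growth inhibition versus vehicle-treated controls, using a strain with cln2 and rad14 alterations exposed to compound.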
# yeast mec2-1 = NCI yeast anticancer drug screen, S. cerevisiae mec2-1 strain. % growth inhibition at 50 µM. hit rate 9% among 79,000;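 note: 0% = growth of vehicle-only cultures of the same strain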
#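 mec2-1 yeast strain, carrying an alteration in DNA damage repair or cell cycle control, was exposed to compounds; growth inhibition was measured relative to vehicle-treated controls.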
# yeast mlh1 rad18 = NCI yeast anticancer drug screen, S. cerevisiae mlh1 rad18 strain; growth inhibition, % at 50 µM; hit rate 11% among 79,000;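 note: 0% = growth of vehicle-only cultures of the same strain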
#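 Inhibition values reflect reduced growth of mutant yeast versus vehicle-treated controls following compound exposure; the mutations affect DNA damage repair.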
# Starred values were filed as active, the others as inactive; nt = no result given. Cut-off read from the data, not from the text of the source: active = growth inhibition above about 70%; inactive = the rest.
SMILES,yeast rad50,yeast bub3,sgs1 mgt1,yeast cln2 rad14,yeast mec2-1,yeast mlh1 rad18
O=C(NC(=S)Nc1ccc2ccccc2c1)c1ccc(Cl)cc1Cl,-1,23,28,-11,1,-41
CN(C)/C=N\c1ccnc(=O)[nH]1,-23,8,-17,-21,-17,-35
O=C/C1=C/C2=Cc3ccccc3C=C(/C=C(/C=O)C1)C2,-5,-2,-8,0,-6,-21
Cc1ccccc1OCC1COCN(Cc2ccccc2)CO1 (centres undefined),19,7,28,21,21,33
CCN(C(=O)COc1ccc(Cl)cc1)c1ccccc1C,-8,4,-14,2,-9,-12
NC(=S)CNC(=O)c1ccccc1,-29,-12,-29,-10,-33,10
O=C1CSC(c2ccc(Cl)cc2)N1c1ccc(-c2ccc(-n3c(-c4ccccc4)nc4ccccc4c3=O)cc2)cc1 (centres undefined),69,85*,84*,27,47,88*
Nc1ccc2c(SCCCCCCCCSc3c4ccccc4nc4cc(N)ccc34)c3ccccc3nc2c1,49,-4,23,33,9,32
COC(=O)C1C(c2ccccc2)C1(C#N)C#N (centres undefined),-43,-6,-1,-26,3,3
ClC(Cl)C(Cl)C(Cl)C(Cl)Cl (centres undefined),-7,nt,nt,nt,-8,-23
COCC(=O)c1ccccc1,14,-1,5,6,2,33
CCOC(=O)[C@H](C)OC(=O)[C@@](C)(NC(=O)c1ccccc1C(=O)OC)[C@@H]1NC=C(C(=O)OC)CS1,-2,29,11,14,27,6
COC(=O)c1ccc(NCC2=C(Br)C(=O)C=CC2=O)cc1Cl,89*,91*,92*,89*,78*,90*
Cc1ccc2oc(=O)cc(CC(=O)O)c2c1,-6,-11,-10,12,-8,-8
COc1ccc(C2c3cc4c(cc3OC(O)C2C)OCO4)c(OC)c1 (centres undefined),86*,69,84*,69,58,88*
CC(C)(C)c1cc[n+](C[n+]2ccc(C(C)(C)C)cc2)cc1,5,-23,0,-13,-12,-5
CCOc1ccc(Nc2nc3c(s2)C(=O)c2ccccc2C3=O)cc1,91*,92*,93*,91*,92*,92*
O=C(O)C1C2CCCC21 (centres undefined),-11,2,-5,26,30,1
CCOC(=O)CC(=O)O,-2,5,6,-11,4,-2
Nc1nc(SCc2ccccc2)c2ncn(Cc3ccccc3)c2n1,6,-3,-15,10,-8,10
CC/C(=N\NC(=O)c1ccncc1)c1ccc(Cl)cc1,1,3,-3,18,9,-2
Cc1ccc2nc(C)cc(NC(=O)c3ccccc3)c2c1,14,-5,9,-18,8,24
CC1=CC(=O)OC(C)(C)C1,-1,-7,-1,18,-1,5
Nc1cc(S(=O)(=O)O)c(O)c2c1C(=O)c1c(O)c(S(=O)(=O)O)cc(N)c1C2=O,-18,-9,-3,-13,-2,-18
COc1cc(C(C)S(=O)(=O)c2ccc(C)cc2)ccc1O (centres undefined),-3,3,9,6,-9,9
Cc1cc(S(=O)(=O)NC2=NCCCN2)c(S)cc1Cl,-14,-2,-27,-7,-24,-47
CCCCCN(CCC)CCCCCCCCCN1CCCc2cc(OC)ccc21,97*,91*,63,97*,98*,98*
O=C(NCc1ccccc1)C(O)c1ccccc1 (centres undefined),25,8,-1,1,5,13
COc1ccc(-n2cc[n+](C)c2/C=N\O)cc1,-3,-32,3,-43,1,-14
NC(=O)c1ccc(Cl)c([N+](=O)[O-])c1,8,-31,-7,6,3,2
O=C(Nc1ccccc1)c1ccc(Cl)cc1Cl,1,9,-3,-8,2,8
Cc1cc(Cl)ccc1OCC(=O)Oc1c(Cl)c(Cl)c(Cl)c(Cl)c1Cl,66,69,68,43,73*,76*
CC1C(O)C(c2ccccc2)(c2ccccc2)C(C)CN1C (centres undefined),-6,-3,4,5,-5,3
O=C(Nc1ccc(Cl)cc1)Nc1nnc2nc(C(C(=O)/C=C/c3ccccc3)c3nc4nnc(NC(=O)Nc5ccc(Cl)cc5)n4[nH]c3=O)c(=O)[nH]n12,48,39,47,29,48,63
Cc1cccc(NC(=O)c2cccc([N+](=O)[O-])c2O)c1C,3,-3,14,12,9,-87
CC(c1ccccc1)N1COc2cc3c(cc2C1)OCN(C(C)c1ccccc1)C3 (centres undefined),-21,-7,-30,-12,-3,-17
CC#CCC1CCC(OCC)=CC1=O (centres undefined),10,6,12,-20,9,17
COC(=O)/C(=C/c1ccccc1)N(C(C)=O)C(C)=O,0,13,10,-2,-2,8
c1ccc(-c2nc3sc(-c4ccccn4)nc3s2)nc1,6,-17,11,-38,11,4
COC1=CC(=O)C(C2CC(=O)c3c(O)cc(O)cc3O2)=CC1=O (centres undefined),-4,-21,11,8,1,-64
COc1cc(=O)cc2n(-c3cc(OC)c(O)c(OC)c3)c3ccccc3nc1-2,24,-8,6,6,0,24
Cc1cc(C)cc(C(=O)OC2CCCC2)c1,1,-5,-4,4,0,23
CCOC(=O)Cc1[nH]c(C(=O)OCC)c(C)c1C(=O)OCC,-2,-1,-6,-42,0,-6
Cc1ccc2ccccc2c1[N+](=O)[O-],44,22,37,17,5,37
O=P(CCCCCCCCCCP(=O)(c1ccccc1)c1ccccc1)(c1ccccc1)c1ccccc1,-11,2,24,10,3,30
CCCCCC(C)(CC(=O)O)CC(=O)O,-19,1,-21,-28,-15,-15
NC(=O)CC(NC(=O)OCc1ccccc1)C(N)=O (centres undefined),9,11,-11,-12,8,-15
Cc1cccc(NC(=O)CSc2nnc(-c3ccc(N=Cc4ccc(Cl)cc4)cc3)o2)c1,6,7,9,-43,-24,15
S=C1SC2(CCCCCC2)NC2=C1CCCCC2,31,-9,-5,-11,-5,25
C=Nc1ccc(C)cc1,7,-3,-12,-16,-15,-18
O=C(c1ccccc1)c1nnn(Cc2cccc(Cl)c2)c1C(=O)c1ccccc1,6,-14,-18,-52,-6,-15
N#CCc1ccccc1-c1ccccc1,2,6,11,-45,-8,-10
S=c1nc(Cl)[nH]c2[nH]ncc12,3,18,0,8,-2,2
O=C1c2ccccc2-c2ccc(N=[N+]([O-])c3ccc4c(c3)C(=O)c3ccccc3-4)cc21,-14,-36,-21,9,-24,-2
CC(O)C(N=Cc1ccccc1[O-])C(=O)[O-].CC(O)C(N=Cc1ccccc1[O-])C(=O)[O-].[Co+2] (centres undefined),-7,8,-17,4,-2,-26
CN(C)c1ccc(/C=C(\C#N)C(=O)O)cc1,34,31,3,12,-13,38
CCOC(=O)C1(C(=O)OCC)COS(=O)OC1,-32,13,-16,-5,-21,-21
COc1cc2c(cc1OC)C(c1cc(OC)c(OC)c(OC)c1)C1(O)C(=O)OCC1(O)C2 (centres undefined),20,19,13,22,-8,20
CCOC(=O)C12CCC(=O)C=C1[C@@H](C)C(=O)CC2 (some centres undefined),-20,-35,-41,-10,-49,-23
O=[N+]([O-])c1ccc(I)c(I)c1,-21,0,0,-43,-4,8
# Next part.
SMILES,yeast rad50,yeast bub3,sgs1 mgt1,yeast cln2 rad14,yeast mec2-1,yeast mlh1 rad18
Nc1ncnc2c1ncn2C1C=CC(CP(=O)(O)O)C1 (centres undefined),-4,-10,-12,-20,-17,3
O=c1[nH]c(=O)c2c(Cl)cccc2[nH]1,7,-3,5,-22,10,-4
COc1ccc2c(c1OC)CN1CCc3cc4c(cc3C1C2CO)OCO4 (centres undefined),8,8,2,13,15,11
N#CC1(c2nc3ccccc3o2)C(=O)C(=O)N(c2ccc(Cl)c(Cl)c2)C(=O)C1=O,-7,32,-19,-7,20,-25
CC(Nc1ccc(S(=O)(=O)Nc2ncccn2)cc1)c1ccc2cccnc2c1O (centres undefined),99*,99*,99*,97*,100*,99*
CN(C)N=Nc1ccc(-c2ccc(N=NN(C)C)cc2)cc1,7,2,7,8,-24,14
CN(Cc1ccccc1)C(=O)c1ccc(Cl)cc1,-1,1,6,1,4,0
CCOP(=O)(OCC)/C(C#N)=C/c1c(C)[nH]c2ccccc12,0,-7,19,13,-11,26
COC(CCCl)c1ccc(Cl)cc1 (centres undefined),5,-5,-11,-4,-43,27
COc1c(Cl)c(Cl)c2ncccc2c1Cl,-19,16,-11,-32,0,-8
NC1=NN(c2ccccc2)C(=O)C1/C(=N\NC(=O)c1cc2ccccc2cc1O)C(=O)Nc1ccc(Cl)cc1 (centres undefined),41,23,-7,25,22,50
CC1(C)CC(=O)C(C)(CCc2ccccc2)C(=O)C1,-3,-11,14,-45,9,-7
CC(c1cccc(Nc2ccnc3cc(Cl)ccc23)c1)N1CCCC1 (centres undefined),3,1,-1,-6,2,0
O=C(Nc1nc(C23CC4CC(CC(C4)C2)C3)cs1)c1cc2cc([N+](=O)[O-])ccc2oc1=O,-13,-15,-15,-35,-32,-11
COC(=O)C1=Nc2c(C)nn(-c3ccccc3)c2N=C(c2ccc([N+](=O)[O-])cc2)C1,-18,-34,-1,-67,1,10
C=Cc1cc(N=Nc2ccc([N+](=O)[O-])cc2)ccc1N(C)C,48,3,5,-26,4,48
CN(C)C1CC2CCCCC2CC1OC(=O)c1ccc([N+](=O)[O-])cc1 (centres undefined),19,0,60,19,13,11
O=C1c2ccccc2C(=O)c2c1cccc2S(=O)(=O)Cl,-10,-37,17,-2,-14,1
C/C(=N\NC(=S)N(C)C)c1ccccn1,nt,89*,89*,89*,nt,nt
O=c1nc(NC2CCCCO2)ccn1CCO (centres undefined),-16,-7,-15,-9,-38,-24
O=C(/C=C(\N=P(c1ccccc1)(c1ccccc1)c1ccccc1)C(F)(F)C(F)(F)C(F)(F)C(F)(F)C(F)(F)C(F)(F)C(F)(F)F)c1ccccc1,-16,14,-17,1,-13,-3
COc1ccc(N=C(C)C2C(=O)c3ccccc3C2=O)cc1,44,17,-10,14,-22,-31
CN(C)Cc1ccc2[nH]c3c(c2c1)CCCC3,67,45,44,21,37,65
CCOC(=O)C(C(=O)OCC)=C1c2ccccc2Oc2ccccc21,39,34,15,-18,8,46
CC(=O)NC(Cc1ccc(O)cc1)C(=O)O (centres undefined),11,-9,-3,-19,5,-3

# Part of the list above, as tab-separated lines.
structure	yeast rad50	yeast bub3	sgs1 mgt1	yeast cln2 rad14	yeast mec2-1	yeast mlh1 rad18
CN(C)N=Nc1ccc(-c2ccc(N=NN(C)C)cc2)cc1	7	2	7	8	-24	14
CN(Cc1ccccc1)C(=O)c1ccc(Cl)cc1	-1	1	6	1	4	0
CCOP(=O)(OCC)/C(C#N)=C/c1c(C)[nH]c2ccccc12	0	-7	19	13	-11	26
COC(CCCl)c1ccc(Cl)cc1 (centres undefined)	5	-5	-11	-4	-43	27
COc1c(Cl)c(Cl)c2ncccc2c1Cl	-19	16	-11	-32	0	-8
NC1=NN(c2ccccc2)C(=O)C1/C(=N\NC(=O)c1cc2ccccc2cc1O)C(=O)Nc1ccc(Cl)cc1 (centres undefined)	41	23	-7	25	22	50
CC1(C)CC(=O)C(C)(CCc2ccccc2)C(=O)C1	-3	-11	14	-45	9	-7
CC(c1cccc(Nc2ccnc3cc(Cl)ccc23)c1)N1CCCC1 (centres undefined)	3	1	-1	-6	2	0
O=C(Nc1nc(C23CC4CC(CC(C4)C2)C3)cs1)c1cc2cc([N+](=O)[O-])ccc2oc1=O	-13	-15	-15	-35	-32	-11
COC(=O)C1=Nc2c(C)nn(-c3ccccc3)c2N=C(c2ccc([N+](=O)[O-])cc2)C1	-18	-34	-1	-67	1	10
C=Cc1cc(N=Nc2ccc([N+](=O)[O-])cc2)ccc1N(C)C	48	3	5	-26	4	48
CN(C)C1CC2CCCCC2CC1OC(=O)c1ccc([N+](=O)[O-])cc1 (centres undefined)	19	0	60	19	13	11
O=C1c2ccccc2C(=O)c2c1cccc2S(=O)(=O)Cl	-10	-37	17	-2	-14	1
C/C(=N\NC(=S)N(C)C)c1ccccn1	nt	89*	89*	89*	nt	nt
O=c1nc(NC2CCCCO2)ccn1CCO (centres undefined)	-16	-7	-15	-9	-38	-24
O=C(/C=C(\N=P(c1ccccc1)(c1ccccc1)c1ccccc1)C(F)(F)C(F)(F)C(F)(F)C(F)(F)C(F)(F)C(F)(F)C(F)(F)F)c1ccccc1	-16	14	-17	1	-13	-3
COc1ccc(N=C(C)C2C(=O)c3ccccc3C2=O)cc1	44	17	-10	14	-22	-31
CN(C)Cc1ccc2[nH]c3c(c2c1)CCCC3	67	45	44	21	37	65
CCOC(=O)C(C(=O)OCC)=C1c2ccccc2Oc2ccccc21	39	34	15	-18	8	46
CC(=O)NC(Cc1ccc(O)cc1)C(=O)O (centres undefined)	11	-9	-3	-19	5	-3

# High-throughput results: PubChem BioAssay, NCI
